TNAP act DEA = human TNAP enzyme activators, primary screen, biochemical, luminescent, intermediate phosphate acceptor level | AID 813, 2007 | Alkaline phosphatase, tissue-nonspecific isozyme (Homo sapiens), P05186 | 64,000 tested, under 10 active | purified TNAP, CDP-star luminescence, 100 mM DEA, 30 min; active compounds read high; scale: 0 levamisole-inhibited, 1 vehicle-only enzyme | activation factor at 20 µM;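 active = activation factor of at least 2 at 20 µM, relative to controls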
Target sequence (P05186 whole entry, looked up): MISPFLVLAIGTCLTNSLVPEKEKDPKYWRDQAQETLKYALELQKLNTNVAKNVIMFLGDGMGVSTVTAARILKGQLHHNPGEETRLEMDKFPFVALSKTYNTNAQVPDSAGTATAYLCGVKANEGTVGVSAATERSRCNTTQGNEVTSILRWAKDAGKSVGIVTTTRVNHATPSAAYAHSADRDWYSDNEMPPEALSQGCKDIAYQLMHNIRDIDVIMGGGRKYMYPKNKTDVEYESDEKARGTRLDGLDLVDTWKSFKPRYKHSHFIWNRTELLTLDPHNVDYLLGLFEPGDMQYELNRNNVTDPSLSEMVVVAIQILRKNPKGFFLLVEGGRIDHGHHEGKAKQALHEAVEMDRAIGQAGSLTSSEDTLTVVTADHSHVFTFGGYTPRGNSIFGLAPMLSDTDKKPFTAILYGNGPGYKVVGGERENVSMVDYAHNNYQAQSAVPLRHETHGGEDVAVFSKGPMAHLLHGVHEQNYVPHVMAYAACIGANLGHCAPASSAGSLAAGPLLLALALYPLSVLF
S1P3 agonist = human S1P3 receptor agonists, primary screen, cell-based, primary and confirmation, NFAT-BLA reporter | activation, % at 4.5 µM | AID 373, 2006 | S1P3 NFAT-BLA reporter cells, agonism, FRET ratio; relative to 1 µM S1P, basal subtracted | Sphingosine 1-phosphate receptor 3 (Homo sapiens), Q99500 | hit rate 0.1% among 60,000;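 active = activation above the screen-wide mean plus 3 SD, cut at about 4.5% in these data, passing the limit was not always enough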; also: some compounds called inactive have numbers as strong as hits
Target sequence (Q99500 whole entry, looked up): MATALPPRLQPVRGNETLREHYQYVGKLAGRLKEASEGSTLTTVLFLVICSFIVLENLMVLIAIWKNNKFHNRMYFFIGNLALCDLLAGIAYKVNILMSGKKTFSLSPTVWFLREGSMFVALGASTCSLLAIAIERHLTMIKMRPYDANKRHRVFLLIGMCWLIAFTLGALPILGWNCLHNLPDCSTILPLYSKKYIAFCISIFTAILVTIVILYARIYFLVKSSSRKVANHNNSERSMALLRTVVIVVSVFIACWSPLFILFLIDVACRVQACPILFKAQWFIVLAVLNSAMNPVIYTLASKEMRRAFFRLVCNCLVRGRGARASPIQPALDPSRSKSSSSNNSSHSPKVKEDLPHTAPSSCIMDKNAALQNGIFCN
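Measure – % activation relative to 1 µM S1P (100%), per plate · System – stable CHO line with human S1P3, Gα16, NFAT-BLA reporter · Timing – cells plated overnight, compound 4 h 37 °C, substrate 2 h RT · Technique – fluorescent BLA substrate, ex 405 nm, em 460/535 nm ratio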
HEK293 NFkB inh = inhibitors of PMA/ionomycin-induced NF-kB reporter, primary screen, antigen receptor NF-kB inhibitor project, cell-based, HEK-293 luciferase reporter, luminescence | inhibition, % at 3 µM | AID 465, 2006 | HEK-293 NF-kB luciferase reporter | hit rate 0.21% among 62,000;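 active = inhibition above the mean of all tested compounds plus 3 SD, cut at about 40% in these data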;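 also: 0% = stimulated DMSO wells and 100% = 10 µM reference inhibitor 5653914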
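Reagent: PMA plus ionomycin mix as NF-kB-activating stimulus. Assay system: NF-kB luciferase reporter HEK-293 cells. Technique: luminescence from luciferase substrate reagent. Incubation: 1 h compound pre-incubation, 16 h PMA/ionomycin at 37 °C. Benchmarks: DMSO only as uninhibited control, 10 µM reference inhibitor as full inhibition. Repeats: tested once.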
E coli RNAP = E. coli RNAP inhibitors, biochemical | DNA-directed RNA polymerase subunit beta (Escherichia coli (strain K12)), P0A8V2 | E. coli RNA polymerase, fluorescence transcription assay | inhibition, %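 (tested at 10 µM)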 | hit rate 0.2% among 62,000 | AID 559, 2006; in the data active = inhibition above about 20%;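 also: 0% = enzyme without compound and 100% = no enzyme blank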
M1 agonist = M1 muscarinic receptor agonists, primary screen, CHO-M1 cells, Fluo-4 calcium, agonist mode; B-score at 10 µM; Fluo-4 calcium fluorescence; active compounds read high; hit rate 3% among 64,000;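 active = fluorescence rise, raw or as B-score row- and column-corrected plate score, outside the 99.7% band of its plate's samples, either direction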
M1 antag = antagonists of rat M1 muscarinic receptor; Muscarinic acetylcholine receptor M1 (Rattus norvegicus), P08482; CHO-M1 cells, Fluo-4 calcium, ACh EC80 antagonist mode; active compounds read low; B-score at 10 µM; hit rate 3.4% among 64,000; AID 628, 2007;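 active = calcium fluorescence response, raw or row-and-column corrected B-score, differing from the plate sample mean either way at a set confidence level, mostly lower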
Jurkat tox 60K = cytotoxicity toward Jurkat T cells, primary screen, cytotoxicity control, cell-based, Jurkat E6.1, 60K MLSMR library; Jurkat E6.1 viability, ATP luminescence, 48 h; inhibition, % at 4 µM; hit rate 1.2% among 56,000;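 active = inhibition above the mean inhibition of all tested compounds plus 3 SD, cut at about 28% in these data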
D1 mod = D1 CRE-luciferase signal change, two-sided – cell-based, HEK293 D1, dopamine EC30, D1 allosteric modulator project, primary screen; B-score at 10 µM; hit rate 5.9% among 58,000; AID 641, 2007; dopamine EC30 potentiation; actives deviate in either direction;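 active = luminescence count or its row- and column-corrected plate score outside the 99.7% band of the plate's sample wells, on either side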
S1P1 ag-PAM = S1P1 agonists and agonism potentiators, primary screen, cell-based, primary and confirmation screens, CRE-bla reporter. Sphingosine 1-phosphate receptor 1 (Homo sapiens), P21453. hit rate 0.57% among 56,000. activation, % at 9.5 µM. S1P1 CRE-bla cells, forskolin, beta-lactamase FRET, potentiator mode; S1P1 agonist co-added at EC20, 2 nM; 100% = saturating reference agonist, 0% = basal;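 active = activation above a cutoff set at the mean activation of all tested compounds plus 3 SD, cut at about 54% in these data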;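 also: forskolin at 4 µM as EC80 and the EC20 agonist is SEW2871; 100% = SEW2871 at its EC100 plus forskolin at EC80; some compounds past the cut are filed as inactive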
* marks the source's active call; other numbers are inactive results; · = no result given.

Compound	TNAP act DEA	S1P3 agonist	HEK293 NFkB inh	E coli RNAP	M1 agonist	M1 antag	Jurkat tox 60K	D1 mod	S1P1 ag-PAM
CCN1C(=O)C(CC(=O)N2CCN(C(c3ccccc3)c3ccccc3)CC2)N(CC)C1=O (configuration not stated)	0.9	0.4	14	7	0.41	-0.6	-2	-0.21	·
O=C(NC12CC3CC(CC(C3)C1)C2)c1ccccc1O	0.8	0.3	9	·	0.96	-0.7	-8	1.5	-10
CCCCCCN=C(C)C1=C(O)C(C(=O)OC)C(C)(C)CC1=O (configuration not stated)	0.9	-0.1	-1	4	0.8	-0.56	1	-0.44	-9
CCC1C(C#N)=C(SC)NC2=C1C(=O)CC(C)(C)C2 (configuration not stated)	0.9	-0.4	11	-5	0.099	-0.032	0	-0.28	-29
CCOC(=O)N1CCN(c2nc(-c3ccco3)cc(C(F)(F)F)n2)CC1	1	·	2	3	-0.43	2.2	·	·	·
O=C(NCc1ccccn1)c1cc2cc(Br)ccc2oc1=O	0.9	-0.6	21	7	1.3	-0.4	-6	-1.1	-7
Cc1ccc(-c2noc(CCC(=O)NCCN3CCN(Cc4ccccc4)CC3)n2)cc1	1	-0.3	2	6	1.1	-2.3	8	-2.1	-11
Cc1ccc(CNC(=O)c2cccc(-n3cnnn3)c2)cc1	0.9	0.0	10	3	-0.21	-0.018	-5	0.51	-10
CCCn1c(SCC(N)=O)nnc1-c1ccco1	1.1	·	9	11	0.024	0.0098	·	-3.2*	·
CCOC(=O)C1CCN(c2c(N(C)Cc3ccco3)c(=O)c2=O)CC1	0.9	-0.5	-4	3	0.13	0.33	-10	-0.26	-2
CCN(CC)P(=O)(C(NC(=O)OC)C(F)(F)C(F)(F)C(F)(F)C(F)F)N(CC)CC (configuration not stated)	1	-0.2	8	-6	0.63	0.00086	-3	0.87	3
Cc1cccc2cc(CN(Cc3ccc4c(c3)OCO4)Cc3nnnn3C3CCCC3)c(=O)[nH]c12	0.9	0.6	27	-3	0.29	-0.6	-4	-0.7	-12
Cc1onc(-c2ccccc2)c1C(=O)NCCN1CCOCC1	0.9	-0.5	12	0	0.27	-0.014	-9	0.43	-23
OCCn1c(CSc2nnc(-c3ccco3)n2-c2ccccc2)nc2ccc(Cl)cc21	0.9	0.4	21	11	0.054	-0.14	8	2.2	-57
COc1ccc(C(=O)COC(=O)CN2C(=O)NC(C)(C)C2=O)cc1OC	1	0.5	17	1	0.72	0.72	3	1.7	-36
COc1cccc2c1OC1(C)CC2/C(=C(\C)O)C(=O)N1 (configuration not stated)	0.9	-1.2	19	4	·	·	-8	·	4
CCc1ccc(CCC(=O)Nc2nnc(CC)s2)o1	0.9	-0.8	7	1	0.97	0.22	1	-0.046	·
CC(=O)c1c(C)n(C)c2ccc(OC(=O)c3ccco3)cc12	·	-1.1	23	·	0.28	0.5	5	-0.056	13
Cc1ccccc1C(=O)N1CCN(c2ccc(NC(=O)c3ccco3)cc2Cl)CC1	1	-1.2	0	7	2.9*	-0.18	4	-1.5	17
COc1ccc(OCC(O)COc2ccc(C(=O)O)cc2)cc1 (configuration not stated)	1.1	-0.4	-4	3	-0.85	-0.55	3	-0.16	-7
O=C(Cn1cc2c(n1)CCCC2)NCCCN1CCN(c2ccccc2F)CC1	0.9	-0.4	12	6	-1.1	-1.4	0	-3.1*	-1
CCN(CC)CCCN(Cc1cc2cc3c(cc2[nH]c1=O)OCO3)C(=O)Nc1ccccc1OC	0.9	-0.8	12	4	0.57	-1	7	0.2	6
CCN1CCc2c(sc(NC(=O)c3ccc(S(=O)(=O)N4CCOCC4)cc3)c2C(N)=O)C1	0.9	4.4	13	1	0.8	-0.34	0	·	-22
Cc1csc(-c2coc3cc(O)cc(C)c3c2=O)n1	0.9	-1.7	8	15	0.63	-1.2	-4	0.019	-15
COc1cc(OC)c(C2C(C#N)=C(N)Oc3cc(C)n(CCCN4CCOCC4)c(=O)c32)cc1OC (configuration not stated)	1	-0.8	-4	-6	1	-1.2	-3	-0.65	2
Nn1c(SC/C=C/c2ccccc2)nnc1-c1cccnc1	1	-1.4	24	5	-0.92	-0.13	16	-0.27	2
Cc1ccc(CCNC(=O)C2CCN(S(=O)(=O)c3ccc4c(c3)CCC(=O)N4)CC2)cc1	0.8	0.2	3	3	-1.2	-0.078	-8	0.017	-24
CCOC(=O)Cn1c(=O)oc2cc(S(=O)(=O)N3CCC(N4CCCCC4)CC3)ccc21	0.9	-0.2	4	-1	-0.67	-1.5	0	0.59	-2
O=C1c2cccnc2C(O)N1Cc1ccccc1 (configuration not stated)	1	0.3	10	5	-0.68	0.073	1	-0.17	4
O=C(Nc1ccccc1)c1cc(N2CCOCC2)nc2ccccc12	0.9	-3.1	·	7	0.42	-0.061	·	·	-1
CCOC(=O)c1ccc(NC(=O)C2CCN(S(=O)(=O)CC)CC2)cc1	1	-0.3	7	4	0.2	0.088	0	-2.3	·
Cn1c(SCc2ccc3c(c2)OCO3)nnc1-c1ccccc1	1	0.2	13	-13	-0.71	-0.28	-1	-1	-18
CCOC(=O)C1CCCN(C(=O)c2c(-c3ccccc3Cl)noc2C)C1 (configuration not stated)	0.9	-1.0	-6	0	0.0085	1.7	1	0.75	6
CCOc1ccc2nc(NS(=O)(=O)c3ccc(NC(C)=O)cc3)sc2c1	1	-0.2	13	0	-0.24	-0.018	-5	-0.23	-19
COc1ccc(-c2cc3ccc(OCc4nn[nH]n4)cc3oc2=O)cc1OC	0.9	-0.2	6	6	0.79	-0.083	2	-0.51	5
CCc1nnc(SCc2ccc(CSc3nnc(CC)n3N)cc2)n1N	1	-1.4	25	8	-0.071	0.038	13	0.4	-4
CS(=O)(=O)N(CC(=O)Nc1cccnc1)c1ccc2c(c1)OCCO2	0.9	0.4	-2	8	1.7	-0.66	-1	-0.27	·
CCOc1ccc2nc(NCCNS(=O)(=O)c3ccccc3)c(C#N)cc2c1	1	0.8	6	1	-0.35	0.44	-8	0.77	-8
COC(=O)c1[nH]c2ccc(C)cc2c1NC(=O)CN1CCCc2ccccc21	0.9	-0.8	3	8	-2	1.7	2	2.2	-3
CCOC(=O)c1sc(N2C(=O)C(O)=C(C(=O)c3ccco3)C2c2ccccc2)nc1C (configuration not stated)	0.8	-0.5	-2	6	0.84	0.24	8	0.93	5
COc1ccc(-c2nnc3sc(C4CCCCC4)nn23)cc1OC	1.1	0.0	5	3	0.38	0.23	-2	15*	-38
O=C(Nc1nc2c(Cl)cccc2s1)c1ccc(Br)o1	0.9	-1.0	4	6	-0.073	0.23	9	-0.7	-5
CC(=O)Nc1nnc(SCC(=O)NCC2CCCO2)s1 (configuration not stated)	0.9	-0.6	1	1	-0.15	0.28	-4	-0.14	·
CC(=O)N1CCc2cc(S(=O)(=O)NCCCOC(C)C)ccc21	0.9	·	16	13	-2.1*	0.44	·	·	·
O=C(CCc1ccccc1)Nc1ccc(NC(=O)C2CC2)nc1	0.9	-0.1	23	0	0.71	0.71	-1	-0.33	-5
COC(=O)c1[nH]c2ccc(C)cc2c1NC(=O)CN1CCCCC1C (configuration not stated)	0.9	-0.3	-3	0	·	·	-6	·	11
O=C(COc1ccccc1Cl)Nc1ccc2c(c1)OCCO2	0.9	-1.1	17	6	-0.85	-0.68	-3	-1.5	-19
Cc1ccc2[nH]c(=O)c(CNC(C)(C)C)cc2c1	0.9	0.0	2	-1	0.16	-1.1	-7	-1.1	7
CCn1c(SCC(=O)Nc2nc3c(s2)CCCC3)nnc1-c1ccccc1	0.9	-0.9	15	3	0.83	0.17	1	3.7	-22
CCn1cc(/C=N/O)c(C)n1	0.8	-2.2	·	5	-0.18	-0.29	·	·	-5

Going on with the list:
Compound	TNAP act DEA	S1P3 agonist	HEK293 NFkB inh	E coli RNAP	M1 agonist	M1 antag	Jurkat tox 60K	D1 mod	S1P1 ag-PAM
Cc1cccc(N(CC(=O)NC2CCCC2)C(=O)CCCC(=O)Nc2ccccn2)c1	0.9	-0.7	5	-4	-0.46	0.65	6	0.087	34
CCc1ccc(CNc2ccc3c(c2)ncn3C)cc1	1	-0.7	-22	4	-0.29	-2.7*	5	-1.1	1
COc1cc(CNCc2ccc(OC)c(OC)c2OC)cc(OC)c1	0.9	-1.7	4	2	-2.4	0.13	19	-0.59	16
Cc1cc2cc(CN(Cc3ccc4c(c3)OCO4)Cc3nnnn3C3CCCC3)c(=O)[nH]c2cc1C	0.9	-1.1	12	8	-0.31	0.087	-2	·	-11
Cc1cc(C)n(-c2nc3ccccc3c(=O)n2OCc2ccc(F)cc2)n1	1	-0.9	11	4	-0.11	-0.24	-6	-0.55	22
CC1(C)NC(=O)N(c2ccccc2Cl)C1(C)NO (configuration not stated)	0.9	-0.6	-3	6	-0.84	-0.29	2	-0.71	-8
O=C(NCC(c1cccnc1)N1CCN(c2ccc(F)cc2)CC1)C1CCCCC1 (configuration not stated)	1	0.6	-4	2	0.17	0.011	-1	2.4	-9
CC1(C)CC(=O)CC(=NCC(=O)O)C1	1	-0.4	17	6	0.54	-2.6*	-1	0.02	-31
Cc1ccc(NC(=O)COc2ccc(/C(N)=N/O)cc2)cc1C	0.9	·	11	10	-1.6	0.51	·	-0.45	·
CCOC(=O)c1c(NC(=O)c2ccco2)sc2c1CCCC2	0.9	0.2	4	-3	·	·	-2	1.4	-23
CCC(CC)C(=O)NCc1ccccc1Cl	1	1.3	-9	6	0.033	0.031	-2	1.3	-1
CC(=O)c1ccc(NC(=O)c2ccc(S(=O)(=O)N3CCCC3)cc2)cc1	0.8	-0.5	7	-1	·	·	-2	-0.015	-10
Cn1c(=O)cc(-c2ccccc2)c2ccccc21	0.8	-1.3	18	8	0.92	0.4	-7	1.5	3
COc1cccc(C2CC(c3ccc(Cl)cc3)Nc3nc(N)nn32)c1 (configuration not stated)	0.9	0.3	6	8	0.63	0.32	0	0.014	-12
CC(C)C(=O)N1CCc2cc(-c3csc(N)n3)ccc21	0.9	-0.5	5	4	-0.12	-0.4	1	-0.69	-16
Cc1ccc(NC(=O)NCC(c2cccnc2)N2CCOCC2)cc1 (configuration not stated)	1	-0.2	6	7	-0.39	0.37	-6	-0.068	0
